HEK293 tox: qHTS of GLP-1 Receptor Inverse Agonists: Cytotox Screen; HEK293 cAMP-luciferase reporter cells, luminescence, 24 h; Potency, µM (doses to about 38.3 µM), for inactives: top-dose activity change, negative = inhibition, actives largely listed as inhibitors; actives 0.13% (n = 410,000);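 further: loss of luciferase light is scored as toxicity; on the % scale 0 is the no-effect control and ±100 the full control effect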
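Step one: seed cells (200 cells/uL, DMEM with 10% Nu serum, 1% pen-strep). Step two: 12-hour incubation at 37 deg C. Step three: pin 23 nL compound, incubate 24 hr. Step four: add luciferase reagent, read luminescence 12 min later.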
TDP-43 yeast inh: qHTS of TDP-43 Inhibitors. actives 1.8% (n = 410,000). TDP-43 expressing yeast growth rescue, BacTiter-Glo, 24 h. Potency, µM (top dose mostly 46.1 µM), without a hit: at the highest dose growth rescue (activation), actives largely listed as activators. AID 652104, 2013; further: % of control where 0% means no effect; nearly all actives have a fitted effect of over 50% in size
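Luminescence from BacTiter-Glo reports growth of TDP-43-expressing yeast after 24 hr at 30 deg C with compound. Cells were raffinose-pregrown to mid-log, then seeded in galactose medium at OD600=0.02.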
SW480 rerep: A quantitative high throughput screen for small molecules that induce DNA re-replication in SW480 colon adenocarcinoma cells. actives 1.8% (n = 340,000). Potency, µM (titrated, usually from 46.1 µM), for the others: at the top dose re-replication activation, usual class: activators. SW480 DNA re-replication, Hoechst DNA content imaging, 48 h. AID 624297, 2012; further: % of control where 0% means no effect; nearly all actives have a fitted effect of over 55% in size
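Quantitative HTS format with DMSO vehicle controls; 48 hr drug incubation at 37 C, then 40 min Hoechst staining and scanning imager measurement at 405 nm excitation.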
KB-V1 cytotox: qHTS assay for MDR1-selective chemotherapeutics: Primary screen using the drug-selected MDR subline cells KB-V1. KB-V1 MDR cells viability, CellTiter-Glo, 72 h. Potency, µM (highest dose often 46.1 µM), without a hit: at the top dose activity change, negative = cytotoxicity, actives largely listed as cytotoxic. actives 3.4% (n = 400,000). AID 1347076, 2019; further: on the % scale 0 is the no-effect control and ±100 the full control effect; nearly all actives have a fitted effect of over 60% in size
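Compound-treated KB-V1 multidrug-resistant cells, 72 h, 37 degrees C; viability by CellTiter-Glo. Fitted qHTS curves give the values.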
HT1080NT lethal: qHTS for induction of synthetic lethality in tumor cells producing 2HG: qHTS for the HT-1080-NT fibrosarcoma cell line; HT-1080-NT fibrosarcoma viability, CellTiter-Glo ATP luminescence, 48 h; Potency, µM (top dose mostly 46.1 µM), inactives show at the highest dose activity, negative = less viability, usual class: cytotoxic; actives 1.6% (n = 360,000);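 further: NT is the 2HG producing partner of a matched IDH1 knockdown line; 0% = DMSO-treated cells and -100% = media-only wells without cells; nearly all actives have a fitted effect of over 55% in size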
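Toxicity toward the 2HG-producing NT line was scored as %Activity, normalised to DMSO and no-cell wells, from CellTiter-Glo luminescence after 48 hours' treatment.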
KB-3-1 tox: qHTS assay for MDR1-selective chemotherapeutics: Primary screen using the parental adenocarcinoma cell KB-3-1. KB-3-1 viability, CellTiter-Glo ATP luminescence, 72 h. Potency, µM (highest dose often 46.1 µM), for inactives: top-dose activity change, negative = cytotoxic, most hits filed as cytotoxic. actives 1.4% (n = 400,000); further: on the % scale 0 is the no-effect control and ±100 the full control effect; nearly all actives have a fitted effect of over 60% in size
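Viability of parental KB-3-1 cells, measured by CellTiter-Glo luminescence, followed a 72 h incubation at 37 °C with pinned compounds in phenol-red-free DMEM containing 10% FBS.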
HT1080 IDH1KD tx: qHTS for induction of synthetic lethality in tumor cells producing 2HG: qHTS for the HT-1080-IDH1KD cell line; HT-1080 IDH1 knockdown viability, ATP luminescence, 48 h; Potency, µM (titrated, usually from 46.1 µM), inactives show at the top dose activity, negative = toxicity, most hits filed as cytotoxic; actives 2% (n = 360,000);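 further: 0% = DMSO wells and -100% = cell-free medium wells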
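IDH1KD HT-1080 cells, 750/well, RPMI + 5% FBS; compound pinned after 2 h settling; 48 h, 37 °C; CellTiter-Glo luminescence; % activity normalised to DMSO and no-cell wells; curves fitted, classed by r2 and efficacy.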
GLP-1R inv ag: qHTS of GLP-1 Receptor Inverse Agonists (Inhibition Mode); Potency, µM (titrated, usually from 38.3 µM), without a hit: top-dose activity change, negative = inhibition, hits mostly inhibitors; AID 624417, 2012; actives 1.6% (n = 410,000); Glucagon-like peptide 1 receptor (Homo sapiens), P43220; HEK293 GLP-1R CRE-luciferase, luminescence, 24 h; GLP-1R form is constitutively active; further: on the % scale 0 is the no-effect control and ±100 the full control effect; nearly all actives have a fitted effect of over 55% in size
Target sequence (P43220 whole entry, looked up): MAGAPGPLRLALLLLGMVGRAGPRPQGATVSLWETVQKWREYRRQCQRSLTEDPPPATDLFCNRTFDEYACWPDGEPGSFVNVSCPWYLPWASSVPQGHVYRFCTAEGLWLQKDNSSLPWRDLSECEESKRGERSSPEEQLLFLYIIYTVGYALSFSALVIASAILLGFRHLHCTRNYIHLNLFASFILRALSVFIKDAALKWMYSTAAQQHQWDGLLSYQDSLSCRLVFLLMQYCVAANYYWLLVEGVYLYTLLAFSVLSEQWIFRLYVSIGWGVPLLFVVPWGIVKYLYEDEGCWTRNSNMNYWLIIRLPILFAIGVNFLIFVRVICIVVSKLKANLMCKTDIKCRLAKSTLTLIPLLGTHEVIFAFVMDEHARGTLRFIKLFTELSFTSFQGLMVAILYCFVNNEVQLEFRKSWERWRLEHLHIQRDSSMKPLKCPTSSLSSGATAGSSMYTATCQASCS
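HEK293 cells stably co-expressing constitutively active GLP-1R and a cAMP-responsive luciferase reporter were seeded in DMEM with 10% Nu serum, given compounds after 12 h, and incubated 24 h at 37 deg C. Luminescence was then read.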
GLP1R ag: qHTS of GLP-1 Receptor Agonists | Glucagon-like peptide 1 receptor (Homo sapiens), P43220 | HEK293 GLP-1R CRE-luciferase, luminescence, 4-6 h; cells express a hypersensitive GLP-1R form | Potency, µM (series often up to 45.6 µM), without a hit: at the highest dose activation, most hits filed as activators | actives 0.007% (n = 380,000) | AID 624172, 2012; further: % of control where 0% means no effect
* hit, by the source's call; ? = inconclusive; / = no result given; & = joins results of further samples; [ ] = dose if it differs, or a comment. The call rests on the fitted dose curve; in most records, active means well fitted curve in the direction sought with a large enough effect; inconclusive means small, poorly fitted or top-dose-only effect, or another doubt; inactive means no such curve, though single readings can be large; an effect the other way counts as inactive or inconclusive. Potency means the concentration at half of the fitted maximal effect.

Each structure is followed by: HEK293 tox, TDP-43 yeast inh, SW480 rerep, KB-V1 cytotox, HT1080NT lethal, KB-3-1 tox, HT1080 IDH1KD tx, GLP-1R inv ag, GLP1R ag
- CCCC(=O)n1nc(-c2ccc(Cl)cc2)nc1SC
→ -13.2%, 16.8%, -3.4%, -8.5%, 3.7%, 17.3%, 18.9%, 0.0%, 1.2%
- Cc1cccc(-c2n[nH]c(S(C)(=O)=O)c2C#N)c1
→ -4.6%, 1.5%, -9.6%, 11.2%, 2.1%, 2.6%, -2.1%, 5.1%, -2.5%
- O=[N+]([O-])c1ccccc1/C=N/NC1=NCCCCC1
→ -1.6%, -18.0%, -69.4%[inhibitor], 8.8%, 25.4%, -14.0%, 18.2%, -3.1%, -0.6%
- CCOCCCNC(=O)C(NC(=O)c1ccc2c(c1)OCO2)c1ccc(Cl)cc1 (centres undefined)
→ -3.9%[0.307 µM], 7.2%, -6.1%, -25.3%, 0.5%, 2.5%, 3.5%, 13.2%[0.307 µM], 0.6%
- O=C(c1ccccc1)N(C(=O)c1ccccc1)N1CCCC1
→ -4.6%, 2.0%, -5.4%, 2.3%, 6.9%, -0.4%, -3.1%, 10µM*, 9.7%
- CCOC(=O)N1CCC(NC(=O)C2CCN(S(=O)(=O)c3cccs3)CC2)CC1
→ 1.7%, -16.0%, -5.0%, 14.6%, 7.2%, 10.1%, -2.0%, 2.3%, -22.9%
- COc1ccc2c(C)c(CC(=O)NCc3ccccc3Cl)c(=O)oc2c1OC
→ 3.0%, 6.7%, /, -18.2%, /, 0.6%, /, 6.2%, /
- O=C(Cn1ncc2c3ccccc3n(Cc3ccccc3)c2c1=O)NCc1ccccc1
→ 0.5%, 0.0%, /, 11.0%, /, 0.2%, /, -11.7%, /
- Cc1ccc(S(=O)(=O)NC(CC(=O)NCC2CCCO2)c2ccco2)cc1 (centres undefined)
→ 3.3%, -6.8%, ?, -15.7%, 13.8%, 12.2%, 15.1%, 1.4%, 8.3%
- CCOC(=O)c1c(C)n(C)c2ccc(OC(=O)c3ccco3)cc12
→ -6.5%, -0.3%, -0.4%, 2.6%, 12.7%, 8.5%, 2.5%, 7.7%, -0.1%
- Cc1cc(C)n(-c2ccccc2C#N)n1
→ 5.1%, -2.0%, -94.0%[inhibitor], 10.8%, 9.6%, 14.1%, 2.8%, 73.4%[activator], 10.8%
- Cc1ccc(C)c(NC(=O)c2cc3c([nH]c4ccccc43)c(C)n2)c1
→ 11.4%, 17.9%, 2.4%, 13.4%, 0.8%, 9.8%, 6.8%, 0.5%, -0.5%
- CCOC(=O)c1ccc(NC(=O)CSc2nc(=O)n(CCN3CCOCC3)c3c2CCC3)cc1
→ 4.0%, -34.4%[inhibitor], 1.8%, 3.1%, ?, -23.3%, -14.7%, 8.9%, 5.0%
- Cn1c(=NC(=O)COc2ccccc2)sc2ccccc21
→ -8.6%, 8.6%, -0.9%, 0.4%, 4.7%, 2.3%, 3.8%, -19.4%, -4.5%
- O=c1c2ccccc2nnn1COc1ccc(Cl)cc1Br
→ -1.1%, -11.6%, 2.3%, -20.9%, 12.1%, 7.7%, 18.9%, -1.3%, 4.9%
- NNC(=O)CNC(c1ccccc1)c1cc(Cl)ccc1NC(=O)c1ccccc1 (centres undefined)
→ 0.7%, 4.6%, -4.0%, ?, 2.2%, 12.2%, 0.9%, ?, 12.4%
- Cc1ccc(-c2cccc(C(=O)NCc3ccccc3)n2)c2ccccc12
→ ?, -10.4%, 16.4µM*, ?, ?, ?, ?, ?, 12.4%
- Cc1ccccc1Cn1ccc(NC(=O)c2nn(C)cc2[N+](=O)[O-])n1
→ -9.1%, 1.1%, 10.3µM*, ?, ?, -18.2%, -24.6%, 84.8%[activator], 0.8%
- COc1ccc(C2c3[nH]c4ccccc4c3C[C@H]3C(=O)N(c4ccccc4C(=O)N4CCC(C(=O)O)CC4)C(=O)N23)cc1 (some centres undefined)
→ 0.1%, 6.9%, 3.4%, -5.1%, 0.9%, ?, 0.2%, -13.4%, 1.2%
- CC(=O)Oc1ccc(Cn2cnc3cc4ccccc4cc32)cc1
→ 11.9%, 29.1%, 7.5%, 18.2%, -6.0%, -1.1%, -17.3%, 0.0%, 23.7%
- CCOC(=O)c1snc(-c2ccc(F)cc2)c1N
→ 3.0%, 1.9%, -1.1%, -0.6%, 6.1%, -0.8%, 4.8%, 3.4%, -0.1%
- Cc1ccc(NC(=O)Cn2cc(S(=O)(=O)N3CCN(c4ccccc4F)CC3)c3ccccc3c2=O)cc1F
→ 6.9%, 15.3%, /, -3.3%, /, 0.3%, /, -29.0%, 0.5%
- O=C(/C=C/c1ccc(F)cc1)NC(=S)N1CCOCC1
→ ?, -10.0%, -2.9%, 3.0%, 18.1%, -0.5%, 9.3%, -19.4%, 5.0%
- CC1CCN(C(=O)c2ccccc2NC(=O)Cc2ccccc2)CC1
→ -3.1%, 0.8%, 0.2%, 12.5%, 0.0%, 1.9%, 9.9%, 9.3%, 6.3%
- N#CCSc1ccccc1NC(=O)CN1C(=O)C2CC=CCC2C1=O (centres undefined)
→ 14.4%, -15.6%, -6.6%, 6.7%, -4.0%, 3.5%, 1.3%, 21.7%, 11.9%
- COc1cc2c(cc1NC(=O)Nc1ccc(F)cc1)oc1ccccc12
→ -17.1%, 1.6%, 7.0%, -29.1%, -7.2%, -3.1%, -9.5%, -29.0%, -27.1%
- O=C(CSc1nnc(SCc2ccc(Cl)cc2)s1)N/N=C/c1c(Cl)cccc1Cl
→ -7.5%, -16.7%, /, ?, ?, 3.8%, ?, 0.3%, 4.4%
- Cc1onc(-c2c(F)cccc2Cl)c1C(=O)OCC(=O)N(C)c1ccccc1
→ 5.5%, -3.7%, /, -23.2%, -3.2%, -14.1%, -0.6%, ?, -1.1%
- CC(C)(CNC(=O)CC1C(=O)NCCN1Cc1cccc(F)c1)N1CCOCC1 (centres undefined)
→ -4.3%, 5.9%, -2.1%, -0.4%, 4.5%, 5.2%, 21.5%, 1.6%, -0.6%
- O=c1oc2ccccc2c(O)c1Cc1cc(Cl)c2cccnc2c1O
→ -1.5%, -13.1%, ?, ?, -7.5%, 16.4µM*, -7.0%, -14.9%, 2.9%
- Cc1ccc(C)c(NC(=O)c2ccc3c(c2)CCN3S(C)(=O)=O)c1
→ 1.5%&3.0%, -14.6%&12.1%, /, 2.3%&2.3%, 8.4%, 3.0%&-0.4%, 12.3%, 7.1%&6.6%, -3.5%
- CC(=O)c1ccc(N(C(=O)CS(=O)CC(=O)Nc2ccc(F)cc2)C(C(=O)NC2CCCCC2)c2cccs2)cc1 (centres undefined)
→ -21.8%, 7.4%, -58.1%[inhibitor], 0.9%, 11.4%, -12.4%, 17.8%, -25.0%, 0.0%
- CC(=O)c1cn(CC(=O)Nc2ccccc2C)c2ccccc12
→ -1.2%, -12.5%, 0.0%[9.22 µM], ?, -21.4%, -16.6%, -20.7%, -0.1%, -6.6%
- COc1ccc(-c2cc(C(=O)Nc3ccc(OC)cc3OC)no2)cc1
→ 3.5%, 13.4%, 0.0%, -1.9%, 20.2%, -7.9%, -0.7%, 11.6%, -3.3%
- COc1ccccc1CNC(=O)c1ccc(-c2nc(CN3CCc4ccccc43)c(C)o2)cc1
→ 1.5%, -13.2%, /, 10.3µM*, /, ?, /, ?, -0.4%
- CS(=O)(=O)N1CCC(Oc2cccc(C(=O)NCCCOc3cccnc3)c2)CC1
→ -10.7%, -2.5%, 20.8%, -5.2%, 0.9%, -18.2%, -9.2%, 10.4%, 3.0%
- CCOc1cccc(-c2cc(C(=O)Nc3ccon3)c3ccccc3n2)c1
→ -11.6%, 9.9%, 2.0%, 16.4µM*, -9.5%, -3.9%, -23.5%, ?, 7.9%
- CCCCOCCCNC(=O)C[C@@H]1C[C@@]2(C(=O)OC)CCCCC=C2N(Cc2ccccc2)C1=O
→ 1.1%, 15.7%, /, ?, -0.3%, -9.2%, 13.3%, -26.6%, 13.9%
- O=C(NCc1ccco1)C(c1ccco1)N(CCc1ccccc1)C(=O)Cn1nnc2ccccc21 (centres undefined)
→ -20.9%, 9.5%, 14.8%, -4.9%, 0.3%, 1.9%, 6.7%, ?, -3.1%
- COc1ccc(CCNC(=O)CCn2c(=O)c3ccccc3n(Cc3c(C)cc(C)cc3C)c2=O)cc1OC
→ -0.2%, 0.0%, /, ?, /, -11.3%, /, 6.6%, -1.0%
- CC(C)(C)OC(=O)N1CCC(c2c(C(=O)N3CCN(C(=O)c4ccco4)CC3)cnn2-c2ccccc2)CC1
→ -12.3%, -0.9%, /, 2.5%, /, -4.8%, /, 16.1%, /

Some of these compounds in order of number of heavy atoms, rising:
Each structure is followed by: HEK293 tox, TDP-43 yeast inh, SW480 rerep, KB-V1 cytotox, HT1080NT lethal, KB-3-1 tox, HT1080 IDH1KD tx, GLP-1R inv ag, GLP1R ag
- O=C(/C=C/c1ccc(F)cc1)NC(=S)N1CCOCC1
→ ?, -10.0%, -2.9%, 3.0%, 18.1%, -0.5%, 9.3%, -19.4%, 5.0%
- O=c1oc2ccccc2c(O)c1Cc1cc(Cl)c2cccnc2c1O
→ -1.5%, -13.1%, ?, ?, -7.5%, 16.4µM*, -7.0%, -14.9%, 2.9%
- COc1ccc2c(C)c(CC(=O)NCc3ccccc3Cl)c(=O)oc2c1OC
→ 3.0%, 6.7%, /, -18.2%, /, 0.6%, /, 6.2%, /
- COc1ccccc1CNC(=O)c1ccc(-c2nc(CN3CCc4ccccc43)c(C)o2)cc1
→ 1.5%, -13.2%, /, 10.3µM*, /, ?, /, ?, -0.4%
